Assay outcomes deposited in PubChem by several laboratories.
PPC-1+TRAIL kill: compounds killing PPC-1 cancer cells with TRAIL present, primary screen, TRAIL potentiator project, ATPLite luminescence, uHTS; AID 1443, 2008; 220,000 compounds, 0.41% hits; PPC-1 cells + TRAIL, ATPLite viability luminescence; cell killing (% activity), % at 4 µM;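 active means cell killing above 50% in the first pass at 4 µM, then a duplicate retest at 5 µM averaging 50% or more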;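 further: plate controls were cells with TRAIL plus DMSO for no effect and medium-only wells lacking cells for full effect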
Cl transport mod: KCC2 cotransporter modulators, thallium flux, primary screen, cell-based, HEK293 KCC2, FluoZin-2 fluorescence, MLSMR; KCC2 cells, thallium flux FluoZin-2 fluorescence; AID 1456, 2008; Solute carrier family 12 member 5 (Homo sapiens), Q9H2X9; B-score of Tl+ flux slope (higher = more flux/activation; lower = inhibition) at 10 µM; 190,000 compounds, 2.2% hits;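 active means thallium flux slope and its plate-corrected score both differing from the plate sample mean at a set confidence after two filtering rounds, in either direction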;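 further: slope of fluorescence scaled to starting intensity during 10 to 20 s after thallium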
Furin inhibitor: human furin inhibitors, primary screen, biochemical, fluorescence intensity | P09958 | purified furin, fluorogenic substrate cleavage | inhibition, % at 30 µM | 220,000 compounds, 0.061% hits | AID 463115, 2010; in the data active means inhibition above about 25%; further: inactives centre near -15
TbHK1 inh: Trypanosoma brucei hexokinase 1 inhibitors, primary screen, biochemical, G6PDH-coupled NADH absorbance, MLSCN library; hexokinase 1 [Trypanosoma brucei]; recombinant TbHK1, G6PDH-coupled NADH A340; inhibition, % at 10 µM; 220,000 compounds, 0.11% hits; AID 1430, 2008;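 active means inhibition of 50% or more in the single-dose primary screen; inactive means inhibition below 50%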
m-calpain inh: inhibitors of pig calpain II, primary screen, biochemical, fluorogenic peptide substrate, 1536-well; purified calpain II, 30 min; inhibition, % at 16 µM; 220,000 compounds, 0.37% hits; AID 1236, 2008;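 active means inhibition above about 50%, limit read from the data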
TRPML3 agonist: human TRPML3 channel agonists, primary screen, cell-based, HEK293 TRPML3-YFP, Fluo-8 calcium fluorescence, 3 µM; 100% = the carbachol control signal; 220,000 compounds, 0.29% hits; AID 1448, 2008; activation, % at 3 µM;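 active means activation above its plate's cutoff, the mean activation of the plate's test wells plus 3 SD, cut at about 12% in these data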;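 further: 0% = DMSO only wells and 100% = carbachol wells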
Target sequence (Q8TDD5 whole entry, looked up): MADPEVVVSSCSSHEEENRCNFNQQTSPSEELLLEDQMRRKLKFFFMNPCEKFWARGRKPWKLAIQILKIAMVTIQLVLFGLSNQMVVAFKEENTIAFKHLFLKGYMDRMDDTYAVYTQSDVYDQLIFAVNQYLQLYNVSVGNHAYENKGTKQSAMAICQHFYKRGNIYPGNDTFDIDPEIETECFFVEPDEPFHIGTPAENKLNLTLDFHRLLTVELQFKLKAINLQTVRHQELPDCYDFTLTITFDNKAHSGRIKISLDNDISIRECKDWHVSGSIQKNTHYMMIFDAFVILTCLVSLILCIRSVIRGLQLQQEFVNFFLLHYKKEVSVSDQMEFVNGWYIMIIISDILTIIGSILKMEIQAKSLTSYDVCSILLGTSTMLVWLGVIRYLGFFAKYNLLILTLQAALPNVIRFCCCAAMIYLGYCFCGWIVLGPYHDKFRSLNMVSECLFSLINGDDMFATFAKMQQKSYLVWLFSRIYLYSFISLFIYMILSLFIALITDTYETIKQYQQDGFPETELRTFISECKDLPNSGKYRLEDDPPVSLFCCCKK
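Test system: HEK293 cells stably carrying human TRPML3-YFP; Doses: single dose, 3 µM final nominal compound, 0.3% DMSO final; Schedule: dye loading 1 h 37 °C then 30 min ambient, 125 s read; Technique: Fluo-8 calcium fluorescence; Benchmarks: high control carbachol 87 µM, low control DMSO.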
TRPN1 ag: zebrafish TRPN1 channel agonists, primary screen, cell-based, HEK293, calcium fluorescence. transient receptor potential cation channel N1 (TRPN1/NompC), Danio rerio. activation, % at 3 µM. HEK293 zebrafish TRPN1-YFP, Fluo-8 calcium fluorescence; 100% = response to 87 µM carbachol. 220,000 compounds, 0.18% hits;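 active means activation above its plate's cutoff, the mean activation of test wells on that plate plus 3 SD, cut at about 19% in these data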;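 further: 0% = DMSO alone and 100% = 87 µM carbachol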
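Material: zebrafish TRPN1-YFP in HEK293 cells; Doses: single test compound dose, 3 µM nominal, 0.3% DMSO; Timing: dye loading 1 h at 37 °C, then 30 min room temperature; Technique: intracellular calcium fluorescence with Fluo-8; Benchmarks: high carbachol 87 µM, low DMSO alone.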
EBV gp42 inh: Epstein-Barr virus gp42 inhibitors, primary screen, biochemical, uHTS, fluorescence polarization; Glycoprotein 42 (Epstein-Barr virus (strain AG876)), Q1HVG2; Fluorescence polarization binding assay, mP read-out; inhibition, % (tested at 21.74 µM); 220,000 compounds, 0.42% hits; in the data active means inhibition above about 50%
Target sequence (Q1HVG2 whole entry, looked up): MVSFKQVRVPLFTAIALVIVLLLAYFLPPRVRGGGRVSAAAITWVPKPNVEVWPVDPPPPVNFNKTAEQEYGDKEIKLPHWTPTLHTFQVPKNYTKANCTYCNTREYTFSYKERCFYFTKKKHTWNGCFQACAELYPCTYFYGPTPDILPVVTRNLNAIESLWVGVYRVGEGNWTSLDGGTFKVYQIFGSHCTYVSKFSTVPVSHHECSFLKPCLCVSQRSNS
Thrombin inh: human alpha-thrombin inhibitors, primary screen, counter-screen for coagulation protease inhibitor project, biochemical, 1536-well, fluorogenic AMC substrate. Prothrombin (Homo sapiens), P00734. Boc-VPR-AMC fluorogenic substrate cleavage. inhibition, % at 5 µM. 220,000 compounds, 0.26% hits. AID 1046, 2008;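 active means inhibition at or above 40%; inactive means inhibition below 40%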;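 further: 0% = enzyme with no compound and 100% = wells without enzyme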
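Material: human alpha-thrombin protein. Incubation: reaction at ambient temperature. Technique: fluorescence of released AMC, ex 355 nm, em 460 nm. Control set: no-compound enzyme wells and no-enzyme blanks. Also added: Boc-VPR-AMC substrate, 15 µM final. Buffer or medium: pH 7.5 Tris (50 mM) with NaCl 150 mM, Tween 20 0.05%.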
Active calls of the source: *; · = not tested or not shown; [ ] = dose if it differs, or a comment. Rows were taken by chance. Share with any hit: about 3.6%.

no.	Molecule	PPC-1+TRAIL kill	Cl transport mod	Furin inhibitor	TbHK1 inh	m-calpain inh
1	Cc1cc(NS(=O)(=O)c2ccc(NC(=O)Cc3cccs3)cc2)no1	22	0.79	-10[20 µM]	5	-42
2	c1ccc2c(c1)CCN(c1ncnc3c1[nH]c1ccccc13)C2	30	·	·	·	-42
3	COc1ccc(/C=C2\C(=O)c3ccccc3OC2c2ccccc2)cc1 (stereo not drawn)	-7	0.98	-14	-18	-8
4	O=C1CSC(c2ccccn2)N1c1ccc(Cl)c(Cl)c1 (stereo not drawn)	8	-0.22	23[20 µM]	-1	-7
5	C=CCN(CC=C)C(=O)c1ccc(OC2CCN(S(=O)(=O)N(C)C)CC2)cc1	4	0.61	-21	0	4
6	O=C(CN(Cc1ccccc1F)C(=O)c1ccco1)NCc1ccc(F)cc1	14	-0.51	-24	2	23
7	COc1cc(/C=N/N=C(/N)c2nonc2N)cc(Br)c1OCc1cccc(C)c1	-14	0.67	-3[20 µM]	-15	-22
8	O=C(c1cccc([N+](=O)[O-])c1)N1CCN(C/C=C/c2ccccc2)CC1	6	1.1	-18	-4	21

no.	TRPML3 agonist	TRPN1 ag	EBV gp42 inh	Thrombin inh
1	0.5	-0.1	-13	4
2	·	·	16	-7
3	0.2	1.2	-4	6
4	-0.3	-0.6	-22	-3
5	2.5	1.3	11	-7
6	1.2	1.1	-5	0
7	0.5	-0.2	6	-5
8	0.6	-1.3	-5	3

Further structures:
no.	Molecule	PPC-1+TRAIL kill	Cl transport mod	Furin inhibitor	TbHK1 inh	m-calpain inh
9	CC(C)c1ccc(Nc2nc(NCc3ccco3)nc(N3CCOCC3)n2)cc1	5	·	-14	-8	15
10	Cc1ccc(F)cc1NC(=O)C1CC(=O)N(CCc2ccccc2)C1 (stereo not drawn)	28	-0.69	-19	7	31
11	CCOC(=O)c1cc(-c2ccccc2)sc1NC(=O)C(C)OC(=O)c1ccncc1 (stereo not drawn)	19	0.27	0	-5	-12
12	O=C(/C=C/c1ccc([N+](=O)[O-])cc1)NCC1CCCO1 (stereo not drawn)	-12	0.73	1	-15	9
13	Cc1ccc(S(=O)(=O)N2CCN(C(=O)CN3CCCCC3)C2C(C)C)cc1 (stereo not drawn)	3	0.85	-13[20 µM]	-1	21
14	COc1cc(C2NC(=O)NC(O)(C(F)(F)F)C2C(C)=O)cc(OC)c1OC (stereo not drawn)	6	0.013	-4	5	-6
15	CCOC(=O)N1CCN(C(=O)c2ccc(CS(=O)(=O)c3ccccc3OC)o2)CC1	19	-0.73	-27	3	-6
16	CCOC(=O)COc1nc(N(C)C)nc(N(C)C)n1	-14	0.43	-12	4	-32

no.	TRPML3 agonist	TRPN1 ag	EBV gp42 inh	Thrombin inh
9	-0.4	-0.6	-1	-5
10	0.2	-0.7	-2	0
11	1.2	-0.1	-1	-7
12	0.3	0.2	-6	-3
13	0.5	-1.0	-6	-3
14	0.7	1.4	-24	-3
15	-0.1	1.7	-2	-1
16	0.3	0.4	-10	-3

The listing continues.
no.	Molecule	PPC-1+TRAIL kill	Cl transport mod	Furin inhibitor	TbHK1 inh	m-calpain inh
17	O=C(Nc1ccc(Br)c(C(F)(F)F)c1)c1ccccc1	-11	-2.2	-4	33	22
18	Cc1ccc(NC(=O)COc2ccc3oc4c(c3c2)CCCC4)nc1	-20	-1.3	-16[20 µM]	-7	-10
19	Cc1ccc2nc(-c3ccc(SCC(=O)O)nc3)[nH]c2c1	30	0.14	-17	-9	-446
20	Cc1cc(CNC(=O)COc2cc(F)ccc2[N+](=O)[O-])c2ccccc2n1	-6	-0.43	-26	1	-16
21	CC(=O)C1=C(O)C(=O)N(Cc2ccco2)C1c1ccccc1 (stereo not drawn)	-8	-0.69	-14	-29	3
22	COc1ccc(-c2nnc(NC(=O)C3CCCO3)s2)cc1 (stereo not drawn)	28	0.54	3[20 µM]	-14	-39
23	Cc1nnc(NC(=O)CSc2nnc(C)n2-c2ccc(F)cc2)s1	-15	-0.19	-30	-1	-16
24	CCSc1nnc(NC(=O)CC(C)C)s1	-6	0.016	-20	-3	8

no.	TRPML3 agonist	TRPN1 ag	EBV gp42 inh	Thrombin inh
17	1.0	0.8	12	-1
18	0.0	-0.2	-13	2
19	0.2	0.6	-19	1
20	4.1	4.4	0	-13
21	1.1	0.1	-5	1
22	0.6	0.9	3	-7
23	1.2	-1.1	-5	-28
24	0.6	1.3	0	-8

Reprinted at random: two entries already listed
no.	Molecule	PPC-1+TRAIL kill	Cl transport mod	Furin inhibitor	TbHK1 inh	m-calpain inh
15	CCOC(=O)N1CCN(C(=O)c2ccc(CS(=O)(=O)c3ccccc3OC)o2)CC1	19	-0.73	-27	3	-6
1	Cc1cc(NS(=O)(=O)c2ccc(NC(=O)Cc3cccs3)cc2)no1	22	0.79	-10[20 µM]	5	-42

no.	TRPML3 agonist	TRPN1 ag	EBV gp42 inh	Thrombin inh
15	-0.1	1.7	-2	-1
1	0.5	-0.1	-13	4

Five structures out of the list, sorted by count of non-hydrogen atoms, smallest number first.
no.	Molecule	PPC-1+TRAIL kill	Cl transport mod	Furin inhibitor	TbHK1 inh	m-calpain inh
24	CCSc1nnc(NC(=O)CC(C)C)s1	-6	0.016	-20	-3	8
17	O=C(Nc1ccc(Br)c(C(F)(F)F)c1)c1ccccc1	-11	-2.2	-4	33	22
19	Cc1ccc2nc(-c3ccc(SCC(=O)O)nc3)[nH]c2c1	30	0.14	-17	-9	-446
23	Cc1nnc(NC(=O)CSc2nnc(C)n2-c2ccc(F)cc2)s1	-15	-0.19	-30	-1	-16
18	Cc1ccc(NC(=O)COc2ccc3oc4c(c3c2)CCCC4)nc1	-20	-1.3	-16[20 µM]	-7	-10

no.	TRPML3 agonist	TRPN1 ag	EBV gp42 inh	Thrombin inh
24	0.6	1.3	0	-8
17	1.0	0.8	12	-1
19	0.2	0.6	-19	1
23	1.2	-1.1	-5	-28
18	0.0	-0.2	-13	2

Following part:
no.	Molecule	PPC-1+TRAIL kill	Cl transport mod	Furin inhibitor	TbHK1 inh	m-calpain inh
25	CCOC(=O)C(NC(=O)c1ccccc1)(Nc1nnc(C)s1)C(F)(F)F (stereo not drawn)	6	0.23	-23[20 µM]	6	9
26	Cn1c(N)c(C(=O)COC(=O)COc2ccccc2C#N)c(=O)n(C)c1=O	5	-1.5	-28	-7	-12
27	C/C(=N\NC(=O)c1cccc(N/N=C(\C)c2cc(O)ccc2O)c1)c1cc(O)ccc1O	20	0.9	-14	-15	-72
28	CC(CNC(=O)COc1ccccc1)OC(=O)Nc1ccc(Cl)c(Cl)c1 (stereo not drawn)	0	0.012	-16	-9	19
29	O=C1Cc2cc(CCN3CCN(c4nsc5ccccc45)CC3)c(Cl)cc2N1	0	-0.35	·	·	-20
30	Cc1onc(-c2ccccc2Cl)c1C(=O)NNC(=O)C1CCN(Cc2ccccc2)CC1	11	·	-11	10	9
31	COc1ccc(/C=C/C(=O)N2CCN(S(=O)(=O)/C=C/c3ccccc3)CC2)cc1OC	1	0.4	-25	-14	-13
32	O=C(Nc1cccc(F)c1)N1C2CCC1CC(O)(c1cccnc1)C2 (stereo not drawn)	22	-1.3	-23	-3	-4

no.	TRPML3 agonist	TRPN1 ag	EBV gp42 inh	Thrombin inh
25	0.8	0.2	-14	-1
26	0.5	3.5	3	-8
27	0.0	0.1	-1	0
28	0.3	-0.3	-3	-18
29	-0.7	0.6	-15	·
30	0.4	1.5	2	1
31	0.8	0.8	-17	-7
32	1.1	-0.3	-18	-17

Down the list, as entered above.
Thrombin inh for nos. 15–22, in order: -1, -3, -1, 2, 1, -13, 1, -7

(continued)
no.	Molecule	PPC-1+TRAIL kill	Cl transport mod	Furin inhibitor	TbHK1 inh	m-calpain inh
33	O=C(CSc1nnc(-c2ccc(O)cc2)n1Cc1ccccc1)NNC(=O)c1ccc(Br)cc1	-1	0.19	-18	8	0
34	O=C(NC(=S)Nc1nc(-c2ccccc2)cs1)c1cccs1	7	4.3	-27	-11	-3
35	CCOc1ccc(CCN2C(=O)C(=O)N([C@H](CCCN(C)Cc3ccccc3)CNCc3ccccc3)C[C@@H]2C(C)C)cc1	8	0.2	-4	9	20
36	Cc1ccccc1Oc1cccc(C(=O)/C(C#N)=C/N(C)C)c1	9	-0.71	4[20 µM]	-11	21
37	CN(C)S(=O)(=O)c1ccc(C(=O)N2CCCC2c2nc3ccccc3s2)cc1 (stereo not drawn)	3	-1.1	-19[20 µM]	-1	-4
38	C=CCN1N=C(c2ccc(NC(=O)c3ccccc3)cc2)CSC1=O	36	·	-20	-3	5
39	Nc1ccc(C(=O)OCC(=O)c2cccc([N+](=O)[O-])c2)cc1	26	-0.23	-18	0	5
40	Cc1cc(Cl)c2cc3ccccc3cc2n1	5	0.48	-24	5	15
41	Cc1ccccc1OCc1nc(-c2ccccc2)no1	15	1.7	-17[20 µM]	-1	10
42	CC[n+]1c(-c2ccccc2)csc1Nc1c(C)n(C)n(-c2ccccc2)c1=O	9	-1.3	-17	-8	2
43	Cc1ccc(-n2c(N)c(C(=O)N3CCCCC3)sc2=S)cc1	8	·	-10[20 µM]	-30	18

no.	TRPML3 agonist	TRPN1 ag	EBV gp42 inh	Thrombin inh
33	-0.3	-1.1	16	-3
34	0.2	-0.3	2	-1
35	·	·	-16	29
36	0.3	0.2	-16	-1
37	-0.3	-2.2	-23	0
38	0.7	3.5	30	-10
39	0.5	2.2	-6	12
40	0.8	0.3	-5	-6
41	0.5	-0.1	-18	-4
42	1.1	0.5	7	-3
43	0.4	0.0	-19	-2
